Compound activity deposited in PubChem by The Scripps Research Institute Molecular Screening Center.
TEAD-YAP inh: TEAD-YAP interaction inhibition, primary screen, TEAD-YAP interaction inhibitor project, luminescence, HEK-TIYL cells | TEAD-Gal4/YAP UAS-luciferase luminescence | inhibition, % at 9.12 µM | 1.4% of 640,000 active | AID 1259422, 2018; in the data active = inhibition above about 32%;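 also: 0% = median of test compound wells and 100% = reference inhibitor wells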
FBW7 activator: FBW7 E3 ligase activators, primary screen, biochemical, AlphaScreen, human; normalized activity (activation), % at 26.1 µM; AlphaScreen FBW7–phospho-cyclin E peptide binding, activator screen; AID 1259310, 2017; F-box/WD repeat-containing protein 7 (Homo sapiens), Q969H0; 0.13% of 650,000 active; in the data active = normalized activity above about 1.9%;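 also: purified mutant Fbw7 with reduced substrate affinity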
Target sequence (Q969H0 whole entry, looked up): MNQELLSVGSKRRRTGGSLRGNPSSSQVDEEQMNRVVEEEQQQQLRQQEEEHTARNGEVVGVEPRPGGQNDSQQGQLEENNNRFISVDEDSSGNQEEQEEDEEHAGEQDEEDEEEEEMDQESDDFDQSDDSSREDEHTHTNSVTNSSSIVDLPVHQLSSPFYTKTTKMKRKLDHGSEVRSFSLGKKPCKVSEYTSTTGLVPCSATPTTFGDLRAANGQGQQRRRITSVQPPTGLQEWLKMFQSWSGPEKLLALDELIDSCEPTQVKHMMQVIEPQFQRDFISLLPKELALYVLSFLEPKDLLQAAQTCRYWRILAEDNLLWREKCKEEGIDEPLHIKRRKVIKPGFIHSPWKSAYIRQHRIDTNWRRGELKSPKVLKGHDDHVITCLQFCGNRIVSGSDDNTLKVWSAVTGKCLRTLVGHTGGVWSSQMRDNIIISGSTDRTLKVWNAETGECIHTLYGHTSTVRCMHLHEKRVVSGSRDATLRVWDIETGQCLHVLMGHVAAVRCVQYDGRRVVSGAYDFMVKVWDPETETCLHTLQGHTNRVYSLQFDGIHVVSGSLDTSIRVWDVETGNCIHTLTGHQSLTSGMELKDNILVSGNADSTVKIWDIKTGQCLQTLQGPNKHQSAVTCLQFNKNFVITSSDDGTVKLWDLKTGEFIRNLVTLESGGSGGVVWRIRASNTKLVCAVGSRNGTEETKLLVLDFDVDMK
GPR151 activ: activators of human GPR151, primary screen, cell-based, PathHunter beta-arrestin, luminescence; PathHunter beta-arrestin GPR151 cells; activation, % at 11.2 µM; 1% of 650,000 active; in the data active = activation above about 4.9%;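 also: 0% = median of compound wells and 100% = cells with positive control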
Target sequence (Q8TDV0 whole entry, looked up): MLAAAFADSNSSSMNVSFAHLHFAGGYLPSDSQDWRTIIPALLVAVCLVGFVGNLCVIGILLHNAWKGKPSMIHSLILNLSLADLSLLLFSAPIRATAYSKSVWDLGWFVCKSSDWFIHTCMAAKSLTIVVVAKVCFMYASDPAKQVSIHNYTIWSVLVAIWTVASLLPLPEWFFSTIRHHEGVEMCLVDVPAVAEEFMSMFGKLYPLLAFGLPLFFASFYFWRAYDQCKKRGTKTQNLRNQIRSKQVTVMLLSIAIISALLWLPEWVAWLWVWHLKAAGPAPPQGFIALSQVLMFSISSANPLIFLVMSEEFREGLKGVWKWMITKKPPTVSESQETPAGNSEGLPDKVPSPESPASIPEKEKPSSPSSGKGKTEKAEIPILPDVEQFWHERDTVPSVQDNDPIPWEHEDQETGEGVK
MITF inh: MITF inhibitors, primary screen, biochemical, AlphaScreen, human. inhibition, % at 2.6 µM. AlphaScreen MITF homodimerization, bead proximity signal. 0.91% of 650,000 active. Microphthalmia-associated transcription factor (Homo sapiens), O75030; in the data active = inhibition above about 50%;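 also: 0% = vehicle wells with protein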
* = called active by the depositor.

Below each compound – TEAD-YAP inh | FBW7 activator | GPR151 activ | MITF inh
> C=CCNc1nc(-c2ccc(OC)cc2OC)cs1
 : -76 | -0.1 | -0.2 | 6
> Cc1nnc2c(N3CCOCC3)nc3ccccc3n12
 : 0 | 0.3 | -0.6 | 2
> CCCCOc1ccc(/C=C2\N=C(c3ccc(OC)cc3)OC2=O)cc1
 : -9 | 0.0 | -1.5 | 7
> Cc1ccc(NC(=O)COc2ccc(C(C)C)c(C)c2)cc1Cl
 : 6 | 0.1 | -1.2 | 4
> COc1ccc(S(=O)(=O)N2CCCCCC2)cc1C(=O)OC(C)C(N)=O (stereo not given)
 : -1 | 0.2 | 1.0 | 3
> COc1ccc(CCNC(=S)Nc2ccncc2)cc1OC
 : 15 | -0.1 | 0.2 | -2
> CN(C)c1ccc(CNCCC2CCOC(C)(C)C2)cc1 (stereo not given)
 : 7 | 0.6 | 4.6 | 21
> COc1ccc(CN2CCN(C(=O)c3ccc([N+](=O)[O-])cc3)CC2)cc1Br
 : 8 | -0.2 | -0.8 | 48
> CC1=CC(=O)C=C(C)C1=NOC(=O)c1ccccc1Cl
 : 0 | -0.1 | -0.7 | -1
> O=C(O)C1CCN(c2nc(-c3ccccc3)cs2)CC1
 : -70 | 0.1 | -0.3 | 5
> CCOc1cc2c(cc1OCC)C(c1ccc(OC)cc1OC)NCC2 (stereo not given)
 : 3 | -0.1 | 0.5 | 8
> CCCOC(=O)c1c(NC(=O)OC)sc2c1CCCCC2
 : 11 | -0.1 | 0.6 | 6
> CSc1ccc(-c2ccc3c(c2)CC(CNC(=O)CCC(=O)N(C)C)O3)cc1 (stereo not given)
 : -56 | 0.0 | 0.7 | -7
> Fc1ccccc1-c1cc(N2CCN(c3ccccn3)CC2)nc(-c2cccnc2)n1
 : 3 | 0.3 | -0.9 | 14
> Cc1ncc2c(c1CNC(=O)c1ccco1)CCN(Cc1cn[nH]c1-c1ccccc1)C2
 : -8 | -0.4 | -0.4 | -3
> O=[N+]([O-])c1cccc(OCCCN2CCN(Cc3ccccc3)CC2)c1
 : 2 | -0.2 | -1.6 | 76*
> Cc1ccccc1N(CC(=O)Nc1ccccc1F)S(C)(=O)=O
 : -7 | -0.1 | -0.2 | -12
> CN1CCc2c(sc(N)c2C(=O)O)C1
 : 10 | 0.1 | -1.0 | 8
> COc1ccc(S(=O)(=O)Nc2ccccc2C(=O)O)cc1[N+](=O)[O-]
 : 3 | -0.1 | -0.1 | 8
> CN(CCO)S(=O)(=O)c1ccc(N)cc1
 : -15 | -0.1 | 0.5 | 6

Overlap with the part before: five entries, followed by the next part.
Below each compound – TEAD-YAP inh | FBW7 activator | GPR151 activ | MITF inh
> O=[N+]([O-])c1cccc(OCCCN2CCN(Cc3ccccc3)CC2)c1
 : 2 | -0.2 | -1.6 | 76*
> Cc1ccccc1N(CC(=O)Nc1ccccc1F)S(C)(=O)=O
 : -7 | -0.1 | -0.2 | -12
> CN1CCc2c(sc(N)c2C(=O)O)C1
 : 10 | 0.1 | -1.0 | 8
> COc1ccc(S(=O)(=O)Nc2ccccc2C(=O)O)cc1[N+](=O)[O-]
 : 3 | -0.1 | -0.1 | 8
> CN(CCO)S(=O)(=O)c1ccc(N)cc1
 : -15 | -0.1 | 0.5 | 6
> CCOC(=O)C1(Cc2ccccc2Cl)CCN(C(=O)c2ccncc2)CC1
 : -45 | -0.1 | -1.1 | 7
> O=C(Nc1ccc2nc(SCc3ccc(I)cc3)sc2c1)c1ccc(Cl)cc1Cl
 : -2 | -0.2 | 0.6 | -6
> CCCN1C(=O)C2C(C(=O)Nc3cccc(SC)c3)C3C=CC2(O3)C1C(=O)NC1CCCC(C)C1C (stereo not given)
 : 11 | 0.4 | -1.6 | 2
> O=C(O)CCC(=O)NCc1ccc(Cl)cc1
 : 7 | -0.1 | -1.0 | -11
> O=C(Nc1cccnc1)c1ccccc1Cl
 : 2 | 0.2 | 1.0 | 5
> Nc1nncn1C(=O)c1ccc(Cl)cc1Cl
 : 2 | 0.1 | 0.2 | 6
> CS(=O)(=O)c1ccc(C(=O)N(CC2CC2)C2CCN(CCc3ccccn3)CC2)cc1
 : 4 | -0.1 | 1.5 | 2
> CCC(Sc1nnc(C)c(=O)[nH]1)C(=O)Nc1ccc(S(N)(=O)=O)cc1 (stereo not given)
 : 1 | -0.1 | 1.4 | -1
> CCOc1ccc(/C=C/C(=O)Oc2ccc(F)cc2)cc1
 : 7 | 0.1 | 1.3 | -1
> CC(C)C(=O)NCCc1nnc2n1CCN(Cc1ccc(F)cc1)CC2
 : -10 | 0.0 | 0.4 | -15
> COCCNC(=S)NC(=O)c1cccc([N+](=O)[O-])c1
 : 13 | 0.8 | -1.9 | 16
> COc1cc(C(=O)Nc2cccc(-c3cn4ccccc4n3)c2)cc(OC)c1OC
 : -2 | 0.2 | 0.5 | 14
> CN(C)c1ccc(NC(=O)CSc2nc3ccccc3c(=O)n2C2CCCCC2)cc1
 : 18 | -0.1 | 2.3 | 3
> C=CCn1c(N)c(C#N)c2nc(C#N)c(C#N)nc21
 : 6 | -0.2 | -0.6 | 1
> CCc1nnc(NC(=O)CCS(=O)(=O)c2ccc(C)cc2)s1
 : -12 | 0.2 | 1.9 | 5
> O=C(Nc1nccs1)c1cc(Br)ccc1Cl
 : 3 | -0.4 | 1.2 | 8
> COc1cc(C(=O)NC2CCN(CC(=O)NC3CCCCC3C)CC2)cc(OC)c1OC (stereo not given)
 : -2 | 0.0 | -0.5 | 14
> COc1ccc(S(=O)(=O)NCc2ccco2)cc1Cl
 : 1 | 0.0 | -2.0 | 10
> O=C(Nc1ccccc1)c1cccc2nc3ccccc3nc12
 : 6 | -0.2 | 1.1 | 7
> Cc1ccccc1NCC(=O)N/N=C/c1ccc([N+](=O)[O-])c(O)c1
 : 6 | 0.0 | 0.2 | 11

Further records
Below each compound – TEAD-YAP inh | FBW7 activator | GPR151 activ | MITF inh
> Clc1ccc(C2=CC(c3cccc(Br)c3)n3c(nc4ccccc43)N2)cc1 (stereo not given)
 : -64 | 0.1 | 0.3 | -1
> COC(C(=O)Nc1ccc(S(=O)(=O)N2CCCCCC2)cc1)c1ccccc1 (stereo not given)
 : 0 | 0.0 | 2.1 | -9
> O=C(Oc1ccccc1N1CCOCC1)c1sccc1Br
 : 1 | -0.1 | 0.3 | 5
> COc1ccc(OC)c(Nc2nnc(-c3cc4ccccc4oc3=O)s2)c1
 : -1 | 0.2 | 0.8 | -7
> COc1ccc(/C=C(/NC(=O)c2ccc(OC)cc2)C(=O)N2CCCCCC2)cc1
 : -10 | -0.1 | 1.1 | -6
> CS(=O)(=O)N(CCc1ccccc1)CC(=O)N1CCN(c2ccccc2F)CC1
 : 1 | -0.3 | 1.9 | -4
> COc1ccc(C)cc1NC(=O)c1sc2ncn(CC(=O)N3CCCCC3)c(=O)c2c1C
 : -6 | -0.3 | -1.1 | -7
> CC1(C)C(=O)N(CC(O)CNc2ccccc2)C(=O)N1CN1C(=O)N(CC(O)CNc2ccccc2)C(=O)C1(C)C (stereo not given)
 : 13 | 0.2 | 0.3 | -3
> COc1ccc2c(c1OC)C(=O)OC2CC(C)=O (stereo not given)
 : -49 | 0.1 | -1.1 | 3
> CCc1csc2ncc(C(=O)NC(CC)CO)c(=O)n12 (stereo not given)
 : 0 | 0.1 | 1.6 | 0
> COc1ccccc1C(=O)N/C(=C\c1ccc2c(c1)OCO2)C(=O)Nc1ccc(C)cc1
 : 3 | 0.0 | -1.5 | -4
> CC1CCN(C(=O)c2ccc(NC(=O)c3ccc(=O)[nH]c3)cc2)CC1
 : 11 | 0.1 | 0.3 | -7
> S=C(NC1=NCCS1)Nc1ccccc1
 : -63 | -0.1 | 1.5 | 12
> c1ccc(Nc2cccc(-c3ccnc(Nc4ccc(Cc5ncn[nH]5)cc4)n3)c2)cc1
 : -10 | 0.4 | 2.6 | 12
> CC1=Nc2ccc(N=Cc3ccc([N+](=O)[O-])cc3)cc2C1(C)C
 : -21 | -0.2 | -0.9 | 17
> O=C(NCCO)/C(=C\c1ccco1)NC(=O)c1ccccc1Cl
 : 1 | 0.5 | 1.8 | 10
> CN(C(=O)c1ccno1)c1nnc(-c2cccnc2)s1
 : -9 | -0.2 | -0.8 | -3
> CN(CCc1ccccn1)Cc1ccc2c(c1)CN(C(=O)Cc1ccccc1F)CCO2
 : 11 | 0.6 | -0.7 | 15
> COc1ccc(CN2CCN(S(=O)(=O)c3cc(Br)c(Br)s3)CC2)c(OC)c1OC
 : -6 | 0.1 | -3.0 | 19
> O=C(CSc1ncn[nH]1)N/N=C/c1ccc(F)cc1
 : 3 | 0.0 | 1.1 | -4

Shown bar-delimited: two of the compounds above.
Molecule | TEAD-YAP inh | FBW7 activator | GPR151 activ | MITF inh
CC1CCN(C(=O)c2ccc(NC(=O)c3ccc(=O)[nH]c3)cc2)CC1 | 11 | 0.1 | 0.3 | -7
O=C(CSc1ncn[nH]1)N/N=C/c1ccc(F)cc1 | 3 | 0.0 | 1.1 | -4

Whole records, looked up by structure. Order of screens: TEAD-YAP inh	FBW7 activator	GPR151 activ	MITF inh
Entry for COc1ccc(OC)c(Nc2nnc(-c3cc4ccccc4oc3=O)s2)c1 → -1	0.2	0.8	-7
Entry for COc1ccc(C)cc1NC(=O)c1sc2ncn(CC(=O)N3CCCCC3)c(=O)c2c1C → -6	-0.3	-1.1	-7
Entry for COc1ccc(/C=C(/NC(=O)c2ccc(OC)cc2)C(=O)N2CCCCCC2)cc1 → -10	-0.1	1.1	-6
Entry for COc1ccc(CN2CCN(S(=O)(=O)c3cc(Br)c(Br)s3)CC2)c(OC)c1OC → -6	0.1	-3.0	19

(further entries)
Below each compound – TEAD-YAP inh | FBW7 activator | GPR151 activ | MITF inh
> O=S(=O)(NCCCc1ccccc1)c1ccc(Cl)cc1
 : 2 | -0.1 | 0.9 | -1
> COc1ccc(C2C([N+](=O)[O-])=C(C)N(C)C(=O)N2C)cc1OC (stereo not given)
 : 3 | 0.2 | -0.1 | 12
> CCOC(=O)C1=C(C)N(c2ccccc2)C(=O)/C1=C\c1cccs1
 : -2 | 0.0 | -0.8 | -5
> CCN(CC)C(=O)CSc1cc(=O)n(C)c2ccccc12
 : -2 | -0.1 | 0.7 | -4
> CCOC(=O)c1c(NC(=O)c2ccc(S(=O)(=O)N(CCOC)CCOC)cc2)sc2c1CC(C)(C)NC2(C)C
 : 9 | 0.0 | 0.3 | 4
> Cc1ccccc1Oc1ccc(N2C(=O)C3C4C=CC(C5CC45)C3C2=O)cc1 (stereo not given)
 : 13 | 0.0 | 2.8 | 4
> CC1=C(C#N)C(c2ccccc2)C2=C(CCCC2=O)N1 (stereo not given)
 : 10 | 0.1 | -0.5 | 0
> COC(=O)C1C(c2cccc(Br)c2)c2c([nH][nH]c2=O)CC1(C)O (stereo not given)
 : 5 | 0.2 | -1.5 | -10
> O=C1CCN(C2Cc3ccccc3C2)CCN1CCOc1ccccc1
 : 7 | 0.7 | -0.5 | 28
> CCOC(=O)c1cc2oc(C)cc2n1CC(=O)NC1CCCCC1C (stereo not given)
 : 2 | 0.3 | -0.6 | 15
> O=C(O)CNC(=S)N(Cc1ccccc1Cl)C1CCCC1
 : -2 | -0.2 | 0.5 | 1
> Cc1sc(NC(=O)c2ccc(C#N)cc2)nc1-c1ccccc1
 : 4 | 0.0 | -0.1 | -18
> COc1ccc(-c2nnc(SCC(=O)NC3CCCCC3C)o2)cc1 (stereo not given)
 : -3 | 0.8 | -0.7 | -7
> c1ccc(-c2csc(N3CCCCCC3)n2)cc1
 : 3 | -0.2 | 0.6 | -15
> COC(=O)CN(C)C(=O)CC1(c2ccccc2F)CC(=O)N(C2CCCC2)C1=O (stereo not given)
 : 1 | 0.0 | 1.5 | 11
> O=C1NC(=Nc2ccccc2Cl)S/C1=C/c1ccc([N+](=O)[O-])cc1
 : 4 | -0.1 | -0.3 | -1
> COc1ccc(C2CC(C(F)(F)F)n3ncc(C(=O)NC(C)(C)C)c3N2)cc1OC (stereo not given)
 : -13 | 0.0 | -1.9 | -6
> Cc1ccc(CCNC(=O)CN2CCN(Cc3ccccc3Cl)C2=O)cc1
 : 5 | -0.3 | 0.0 | -8
> O=C(O)CNC(=O)c1ccc(OC(F)F)cc1
 : 2 | 0.1 | 0.7 | -2
> CCOC(=O)c1c(NC(=O)COc2ccc(C)c(C)c2)sc(C)c1C
 : 8 | 0.6 | -1.0 | -6

Next part:
Below each compound – TEAD-YAP inh | FBW7 activator | GPR151 activ | MITF inh
> Cc1ccc(Cn2c(C)c(CNCc3cccc(Cl)c3)c(C(=O)O)c2C)cc1
 : 13 | 0.0 | -0.5 | 14
> O=C(c1cccs1)N1CCN(C23CC4CC(CC(C4)C2)C3)CC1
 : 2 | 0.3 | -0.3 | 18
> Cn1c(=O)c2c(nc(Oc3cccc(/C=c4/sc5nc6ccccc6n5c4=O)c3)n2C)n(C)c1=O
 : 6 | 0.4 | -0.4 | 10
> O=C(c1ccccc1)c1ccc2nc(-c3ccccc3)c(-c3ccccc3)nc2c1
 : 12 | -0.1 | 1.1 | -6
> COc1ccc(S(=O)(=O)N(CC(=O)Nc2ccc(C)cc2)c2ccc(C)cc2)cc1
 : 4 | -0.1 | -0.8 | 7
> COc1cc(S(=O)(=O)Nc2ncn[nH]2)ccc1Cl
 : -11 | 0.0 | -1.2 | 10
> CC(=O)c1ccc(NC(=O)/C(=C\c2ccccc2)NC(=O)/C=C/c2ccccc2)cc1
 : -6 | 0.0 | 0.8 | -14
